Assay outcomes as filed in PubChem.
miR122 inh: blocks miR-122 activity in Huh7 sensor cells | Huh7 miR-122 Renilla luciferase sensor, 48 h; neutral wells = 0, positive control = 100 | activation (reporter increase), % at 12.5 µM | hit rate 0.3% among 340,000 | AID 602342;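 active = mean replicate activation score at least 90 and every replicate individually at or above 90; inconclusive = only one of the two criteria met; inactive = neither criterion met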;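 also: higher luciferase means less miR-122 activity so hits act as miR-122 inhibitors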
Cneo AK release: Cryptococcus neoformans lysis via adenylate kinase release. hit rate 0.2% among 360,000. lysis activity, % at 15 µM. C. neoformans lysis, adenylate kinase release luminescence, 4 h; normalised: neutral wells 0, clomiphene wells 100;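 active = mean lysis activity across replicates of at least 80%, whatever share of replicates individually reach that level; inactive = mean lysis activity below 80%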
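Material – Cryptococcus neoformans yeast cells · Quantity – 5 × 10^6 yeast cells/mL · Buffer or medium – YPD medium · Compound – single dose · Timing – 4 h static compound exposure, 37 °C, read 1 h post-reagent · Signal – adenylate kinase release luminescence · Read-out basis – lysis from increased AK signal · Benchmarks – Clomiphene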
ERAP1 inh: inhibitors of human ERAP1 aminopeptidase; AID 652197; hit rate 0.15% among 340,000; Q9NZ08; recombinant ERAP1, Leu-AMC fluorescence, 60 min; inhibition, % at 10.7 µM;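 active = mean replicate inhibition of at least 30%, or all replicates individually reaching that 30% level; inactive = mean below 30% and not every replicate reaching it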;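 also: 0% = neutral control wells and 100% = L-leucinethiol positive control wells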
Target sequence (Q9NZ08 whole entry, looked up): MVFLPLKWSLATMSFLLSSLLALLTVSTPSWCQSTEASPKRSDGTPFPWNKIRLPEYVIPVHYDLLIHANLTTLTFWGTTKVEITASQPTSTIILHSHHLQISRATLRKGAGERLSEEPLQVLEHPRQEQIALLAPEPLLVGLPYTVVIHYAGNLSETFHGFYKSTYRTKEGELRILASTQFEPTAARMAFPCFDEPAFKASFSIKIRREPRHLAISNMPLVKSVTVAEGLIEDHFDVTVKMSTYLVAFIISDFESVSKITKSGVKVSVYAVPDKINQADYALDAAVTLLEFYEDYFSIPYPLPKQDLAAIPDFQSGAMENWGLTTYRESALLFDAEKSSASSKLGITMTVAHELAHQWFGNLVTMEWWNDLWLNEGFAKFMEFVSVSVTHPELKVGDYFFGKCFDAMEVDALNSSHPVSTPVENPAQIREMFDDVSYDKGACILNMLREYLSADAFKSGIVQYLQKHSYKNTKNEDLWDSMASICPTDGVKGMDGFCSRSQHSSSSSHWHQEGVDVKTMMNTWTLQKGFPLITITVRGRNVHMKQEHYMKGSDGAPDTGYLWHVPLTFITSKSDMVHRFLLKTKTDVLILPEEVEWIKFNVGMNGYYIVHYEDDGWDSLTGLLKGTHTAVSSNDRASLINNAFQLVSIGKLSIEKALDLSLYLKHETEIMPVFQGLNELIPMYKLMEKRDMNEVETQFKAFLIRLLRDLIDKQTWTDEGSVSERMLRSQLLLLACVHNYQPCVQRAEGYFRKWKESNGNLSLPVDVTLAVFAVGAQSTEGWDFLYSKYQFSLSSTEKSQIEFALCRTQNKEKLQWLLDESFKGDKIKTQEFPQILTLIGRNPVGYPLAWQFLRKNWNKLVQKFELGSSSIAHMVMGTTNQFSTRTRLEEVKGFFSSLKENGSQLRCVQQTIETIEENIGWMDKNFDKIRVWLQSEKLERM
RAD52 inh: RAD52 (human) annealing inhibition. AID 651710. inhibition, % at 18.7 µM. hit rate 0.46% among 360,000. recombinant RAD52 DNA annealing, FRET fluorescence;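 active = every replicate showing at least 50% inhibition; inconclusive = mean inhibition at least 50% but not in every replicate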
RAD54 branch: inhibitors of human RAD54 branch migration. Q92698. RAD54 Holliday junction branch migration, FAM/BHQ fluorescence. AID 602329. hit rate 0.14% among 360,000. inhibition, % at 10.4 µM;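 active = mean normalized replicate activity at least 40 and at least half of replicates scoring 40 or more; inconclusive = only one of the two criteria met; inactive = mean below 40 and under half of replicates reaching 40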;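 also: 0% = median of neutral control wells and 100% = median of positive control wells; inhibitors cause a drop in the FAM fluorescence signal; in these data hits start at about 50%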
E-sel inducer: E-selectin induction on HUVECs. P16581. hit rate 0.37% among 260,000. HUVEC E-selectin immunofluorescence imaging; normalized: neutral wells 0, TNF-alpha wells 100. AID 686992. activation, % at 7.58 µM;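 active = mean E-selectin-positive cell signal at least 10% of the positive control, reached in at least 60% of replicates, without over 20% cell loss; inconclusive = no rule given, readout overlaps actives, possibly toxicity-flagged; inactive = the rest, including those meeting only one limit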;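 also: in these data hits start at about 27%; measured in HUVEC primary endothelial cells; signal is the percent of cells scored E-selectin positive by PE staining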
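material = human umbilical vein endothelial cells (HUVEC), E-selectin induction | quantity = 3,000 cells/well | medium = EGM-2 growth medium on 0.1% gelatin-coated wells | technique = immunofluorescence imaging | read-out basis = % PE-positive cells | control set = TNF-alpha positive control, DMSO neutral control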
PGC1a acetyl inh: PGC1a acetylation modulation, inhibitor mode | hit rate 0.17% among 350,000 | U2OS PGC1a acetylation, AlphaScreen anti-acetyl-lysine; with virally co-expressed GCN5 acetyltransferase | inhibition, % at 15.6 µM;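 active = every replicate shows inhibition of at least 40%; inconclusive = mean inhibition at least 40% but some replicate below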;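 also: 0% = neutral control wells and 100% = positive control wells; some results beyond the cut were filed as inactive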
PglD inh: inhibitors of Campylobacter jejuni PglD acetyltransferase; AID 602405; inhibition, % at 12.5 µM; hit rate 0.098% among 360,000; purified PglD enzyme, DTNB colorimetric CoA detection; in the data active = inhibition above about 16%, passing the limit was not always enough; inconclusive = no clear call, values can overlap the other calls; also: strong numbers were not always called active
* hit, by the source's call; ? = inconclusive; nt = not tested or not shown; & = joins results of further samples; [ ] = another dose, or the depositor's remark.

SMILES | miR122 inh | Cneo AK release | ERAP1 inh | RAD52 inh | RAD54 branch | E-sel inducer | PGC1a acetyl inh | PglD inh
CCCNC(=O)N(C)C[C@H]1Oc2cc(-c3ccncc3)ccc2S(=O)(=O)N([C@@H](C)CO)C[C@@H]1C | 7[16.7 µM] | 3 | -3 | -2 | 3 | -0.1 | 4 | -1
COCC#Cc1cnc2c(c1)C(=O)N([C@@H](C)CO)C[C@@H](C)[C@H](CN(C)C(=O)Cc1cccnc1)O2 | -8[16.7 µM] | 1 | -2 | -5 | 1 | 0.4 | 2 | 1
Cc1cccc(-n2nc3c(c2NC(=O)c2ccc(Br)o2)CSC3)c1C | 3 | 0 | nt | nt | 0 | nt | -7 | -1
Cc1cccc(C)c1N=C1C(=O)Nc2ccccc21 | 1 | 1 | 0 | -11 | 3 | nt | -5 | 6
CCOC(=O)C1C(C(=O)Nc2cccc(C(F)(F)F)c2)C1C(=O)NC(C)C (stereo not given) | 3 | nt | -5 | -13 | nt | nt | -13 | nt
Cc1nn(Cc2c(F)c(F)c(F)c(F)c2F)c(C)c1NC(=O)c1ccnn1C | -1 | 5 | -4 | -8 | -1 | -0.1 | -12 | -2
COc1ccc(OC)c(N/C(C)=C/C(=O)c2ccncc2)c1 | -6 | 0 | nt | -53 | -17 | 0.1 | nt | 3
O=C(Nc1ccc(S(=O)(=O)N2CCOCC2)cc1)c1ccc(F)cc1 | nt | 0 | -2 | -7 | -7 | 0.6 | nt | 9
O=C(Cc1ccccc1)N1CC2(C1)[C@@H](c1ccccc1)[C@H](CO)N2C(=O)Cc1ccccc1 | nt | nt | 0 | -98 | nt | -0.4 | 1 | nt
COc1ccc(NC(=O)CN(C)C(=O)c2ccccc2SCC(=O)N2CCCC2)cc1 | nt | -1 | 0 | -8 | 2 | 0.1 | -1 | -5

Whole records, looked up by structure.
CCOC(=O)C1C(C(=O)Nc2cccc(C(F)(F)F)c2)C1C(=O)NC(C)C (stereo not given) is listed with miR122 inh: 3; Cneo AK release: nt; ERAP1 inh: -5; RAD52 inh: -13; RAD54 branch: nt; E-sel inducer: nt; PGC1a acetyl inh: -13; PglD inh: nt
O=C(Cc1ccccc1)N1CC2(C1)[C@@H](c1ccccc1)[C@H](CO)N2C(=O)Cc1ccccc1 is listed with miR122 inh: nt; Cneo AK release: nt; ERAP1 inh: 0; RAD52 inh: -98; RAD54 branch: nt; E-sel inducer: -0.4; PGC1a acetyl inh: 1; PglD inh: nt

Continuation.
SMILES | miR122 inh | Cneo AK release | ERAP1 inh | RAD52 inh | RAD54 branch | E-sel inducer | PGC1a acetyl inh | PglD inh
O=C(O)c1ccc(CSc2nnc(-c3ccccc3Cl)n2-c2ccccc2)cc1 | 0 | nt | -2 | -16 | nt | nt | 19 | nt
FC(F)(F)c1cnc2c(c1)[nH]c(=S)n2-c1ccc(Cl)cc1 | 3 | -2 | 3 | -4 | -4 | 0.0 | nt | 1
Cc1n[nH]c(=O)n1-c1ccc(C(C)(C)C)cc1 | -4 | nt | 12 | -1 | nt | nt | 3 | nt
Cc1cc(Cl)ccc1NC(=O)COC(=O)c1cc([N+](=O)[O-])ccc1N1CCOCC1 | nt | -1 | 0 | -2 | 3 | 3.3 | nt | -3
CCN(C(=O)CSc1nnc(Cn2nnc3ccccc32)o1)c1nc(-c2ccccc2)cs1 | 17 | 0 | nt | nt | 4 | nt | 4 | -8
O=c1[nH]c2ccccc2n1C1CCN(CCOc2ccccc2)CC1 | -8 | 4 | 3 | -9 | -3 | -0.1 | -2 | -9
O=C(COC(=O)c1ccco1)Nc1cccc(S(=O)(=O)N2CCCCC2)c1 | nt | -3 | -3 | -13 | 3 | -0.6 | nt | -5
CC(C)C[C@H]1CNC(=O)C(=O)N1C[C@H](C)NC(=O)Cc1ccccc1 | 1 | -1 | nt | -5 | 2 | 0.1 | 2 | 3
O=C(C[C@H]1C[C@H]2c3cc(NC(=O)c4ccc5c(c4)OCO5)ccc3O[C@H]2[C@H](CO)O1)NCc1ccccn1 | 3[16.7 µM] | -9 | 1 | -1 | 3 | -0.1 | 3 | -2
O=C(C[C@@H]1C=C[C@H](NC(=O)C2CCOCC2)[C@H](CO)O1)NCC1CC1 | -8[16.7 µM] | -1 | 0 | 2 | -7 | -0.4 | -6 | 2
Cc1ccc(S(=O)(=O)N2CCC(C(=O)N3CC(C)OC(C)C3)CC2)cc1 (stereo not given) | nt | 0 | -2 | -4 | -3 | -0.4 | nt | -4
O=C(CCCNS(=O)(=O)c1cccc2nsnc12)N1CCCCC1 | -3 | -1 | nt | nt | 9 | nt | 6 | 3
C[C@@H]1CN([C@@H](C)CO)C(=O)c2cc(NC(=O)Nc3ccc(C(F)(F)F)cc3)ccc2O[C@H]1CN(C)Cc1ccc(C(=O)Nc2ccccc2N)cc1 | 7[16.7 µM] | -2 | 0 | 15 | -7 | 3.8 | 8 | 1
Cc1cc(C)cc(OCc2nnc(SCC(=O)NC3CC3)n2C)c1 | 0 | 2 | -1 | 0 | 5 | -0.1 | 14 | -1
COc1ccc(S(=O)(=O)N[C@@H]2CC[C@H](CC(=O)N3CCc4ccccc4C3)O[C@H]2CO)cc1 | nt | 1 | 0 | -4 | -12 | -2.0 | -1 | -1
COc1ccc(-c2ncc3ccccn23)cc1 | -3 | -2 | nt | nt | -5 | nt | 9 | -1
C[C@H]1CN([C@@H](C)CO)C(=O)Cc2cc(NC(=O)NC3CCCCC3)ccc2O[C@H]1CN(C)S(=O)(=O)c1cn(C)cn1 | 5[16.7 µM] | 2 | -2 | 16 | 9 | ? | -1 | 3
O=C(c1ccc(F)cc1)N1CC(=O)N2[C@H](CO)[C@@H](c3ccc(C#CC4CCCC4)cc3)[C@H]2C1 | nt | nt | 1 | -10 | nt | -0.4 | -6 | nt
CN(C(=S)Nc1ccccc1F)C1(c2ccccc2Cl)CCCCC1=O (stereo not given) | 5 | 0 | nt | nt | -11 | nt | -32 | 5
Cc1noc(C)c1NC(=O)Nc1ccc2c(c1)CC(=O)N([C@@H](C)CO)C[C@H](C)[C@H](CN(C)Cc1ccc(Cl)c(Cl)c1)O2 | 82[16.7 µM] | 1 | -3 | 4 | 0 | 8.1 | -2 | -2
O=C(COC(=O)c1cccs1)NCCCc1ccccc1 | nt | nt | -3 | -8 | nt | 5.4 | 17 | nt
Cc1ccc(N2C(=O)NC(NS(=O)(=O)c3ccccc3)(C(F)(F)F)C2=O)cc1C (stereo not given) | 1 | 2 | -1 | -11 | 1 | -0.4 | 4 | 3
C[C@@H]1CN([C@@H](C)CO)C(=O)c2cc(NC(=O)c3ccncc3)ccc2O[C@@H]1CN(C)Cc1ccc2c(c1)OCO2 | 13[16.7 µM] | 1 | 1 | 4 | -8 | -1.4 | -13 | 0
O=C(c1ccc(Br)cc1)N1CCC(C(=O)N2CCN(c3ccccc3)CC2)CC1 | nt | -3 | -3 | -11 | -6 | -4.6 | nt | 0
C[C@@H]1CN([C@H](C)CO)C(=O)CCCn2nncc2CO[C@H]1CN(C)C(=O)Nc1ccc2c(c1)OCCO2 | 2[16.7 µM] | -4 | 3 | 3&19 | 10 | -0.1&0.0 | 9 | 2
O=C(NCc1ccccc1Cl)C1CCCN1C(=O)Nc1ccccc1 (stereo not given) | nt | 1 | 3 | -13 | -3 | 0.5 | nt | -1
OCCN(Cc1ccccc1)C(=S)Nc1ccc(F)cc1 | -2 | nt | 1 | 5 | nt | 2.1 | nt | nt
Cc1c([N+](=O)[O-])c(C(=O)NC2CCCCC2)nn1C | 3 | 0 | -1 | -17 | 5 | 0.0 | 3 | 1
CCOC(=O)c1cc(-c2ccccc2)sc1NC(=O)CN1C(=O)c2ccccc2C1=O | 3 | -2 | nt | nt | -1 | nt | -3 | -3
C[C@@H]1CN([C@@H](C)CO)C(=O)Cc2cc(NC(=O)C3CC3)ccc2O[C@@H]1CN(C)C(=O)Nc1ccccc1 | 4[16.7 µM] | -2 | 0 | -3 | -1 | ? | 1 | 1
Cc1cccc(NC(=S)Nc2ccc(Oc3ccccc3)cc2)n1 | 2 | -7 | nt | nt | -10 | nt | 1 | -6
Cc1cc(OC(C)C(=O)NCCCn2ccnc2)c2c(C)c(C)c(=O)oc2c1 (stereo not given) | -10 | 0 | 3 | -5 | 10 | nt | -4 | -7
CCCCN1CC2=C(C1=O)C(c1ccc(O)cc1)NC(=O)N2C (stereo not given) | nt | nt | -3 | -22 | nt | 2.5 | 7 | nt
Cc1c(F)cccc1NS(=O)(=O)c1ccc2c(c1)c(C)cc(=O)n2C | nt | 1 | -2 | -13 | 5 | 0.1 | 3 | -3
Cc1noc(C)c1NC(=O)Nc1ccc2c(c1)C(=O)N(C)[C@@H]1CC[C@@H](CC(=O)N[C@H]3CCN(Cc4ccccc4)C3)O[C@@H]1CO2 | 10[16.7 µM] | 4 | 1 | 17 | 6 | 0.8 | -7 | 2
CCOC(=O)CSCC(=O)N1CCC(Cc2ccccc2)CC1 | 0 | 0 | 2 | -10 | -3 | 15 | nt | -5
CN(C)C(CNC(=O)c1cc(S(=O)(=O)N(C)c2ccc(F)cc2)ccc1Cl)c1cccs1 (stereo not given) | -3 | -1 | 0 | -20 | 8 | -0.4 | -4 | -2
O=[N+]([O-])c1ccccc1/C=N/n1c(-c2ccccc2)n[nH]c1=S | 8 | 1 | 0 | -5 | 2 | 0.0 | 3 | 4
O=C(CSc1nnc(-c2ccccc2)o1)OCc1ccccc1 | -6 | 3 | nt | nt | 4 | nt | 3 | -2
COc1cccc(NC(=O)CN(C)C(=O)c2cccc(S(=O)(=O)Nc3ccccc3OC)c2)c1 | 12 | 1 | 0 | -8 | -7 | nt | -1 | 2
COc1cc(OC)c(C(=O)OCC(=O)Nc2cccc(S(=O)(=O)NC3=NCCCCC3)c2)cc1OC | -6 | 1 | 3 | -10 | 2 | 1.3 | -7 | 2
Cc1cccc(C(=O)N2CCN(c3ccc([N+](=O)[O-])c(NCc4ccco4)c3)CC2)c1 | -4 | -4 | nt | nt | -1 | nt | -26 | -5
Cc1c(C=O)c2ccccn2c1C(=O)c1cccs1 | nt | nt | -4 | -44 | nt | 3.3 | 13 | nt
C[C@@H]1CN([C@H](C)CO)C(=O)c2cc(NS(=O)(=O)c3ccc(F)cc3)ccc2O[C@H]1CN(C)C | -6[16.7 µM] | -2 | -1 | -9 | 2 | 0.1 | -8 | 0
CCOC(=O)N1CCC(N2C(=O)c3ccccc3C2Nc2cc(OC)c(OC)c(OC)c2)CC1 (stereo not given) | -6 | -2 | 5 | -8 | -8 | nt | -20 | -1
CCC(c1ccc(O)cc1)C(CC)c1ccc(O)cc1 (stereo not given) | -5 | -2 | -2 | -7 | -10 | 8.3 | 0 | -3
COc1ccc2cc(C(=O)C3CCCN(C(=O)c4cccnc4)C3)ccc2c1 (stereo not given) | nt | -1 | -7 | -8 | 1 | nt | nt | 2
Cc1nc(-c2ccc(Cl)cc2)sc1C1(C)CC(c2ccc(F)cc2)=NO1 (stereo not given) | 2 | 1 | -1 | -8 | -5 | 0.0 | 3 | -3
O=C(c1ccccc1)N1C[C@@H]2[C@H](c3ccccc31)[C@H](CO)N2S(=O)(=O)c1ccccc1 | 11[16.7 µM] | -3 | 3 | -2 | 0 | -0.2 | 13 | 4
O=C(O)CN1C(=O)CC(Cc2ccccc2)C1=O (stereo not given) | -1 | 3 | nt | nt | -4 | nt | 4 | 6
